From PubChem
bIAP inh – blocks bovine intestinal alkaline phosphatase activity; 190,000 tested, under 10 active; inhibition, % at 20 µM; purified bovine IAP, CDP-star luminescence, 30 min;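 active means over 50% inhibition of intestinal alkaline phosphatase at 20 µM in the single-dose screen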
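System: purified bovine intestinal alkaline phosphatase (IAP) enzyme; Input: IAP diluted 1/65,000,000 in the well; Measured by: CDP-star luminescence signal; Compound dosing: 20 µM single dose; Incubation: 30 min reaction at room temperature.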
S1P3 antagonist – S1P3 (human) receptor antagonism | CHO S1P3 NFAT-BLA reporter, FRET fluorescence, antagonist mode | AID 485 | inhibition, % at 4.98 µM | 170,000 tested, 0.27% active;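 active means inhibition above the plate cutoff, the mean inhibition of test wells on that plate plus 3 SD, cut at about 28% in these data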;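 further: cells challenged with S1P at its EC80 of 0.8 µM; blue over green emission ratio from cleaved BLA substrate after 4 h stimulation; 0% = S1P-stimulated wells and 100% = unstimulated DMSO-only wells; some compounds past the cut are filed as inactive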
Target sequence (Q99500 whole entry, looked up): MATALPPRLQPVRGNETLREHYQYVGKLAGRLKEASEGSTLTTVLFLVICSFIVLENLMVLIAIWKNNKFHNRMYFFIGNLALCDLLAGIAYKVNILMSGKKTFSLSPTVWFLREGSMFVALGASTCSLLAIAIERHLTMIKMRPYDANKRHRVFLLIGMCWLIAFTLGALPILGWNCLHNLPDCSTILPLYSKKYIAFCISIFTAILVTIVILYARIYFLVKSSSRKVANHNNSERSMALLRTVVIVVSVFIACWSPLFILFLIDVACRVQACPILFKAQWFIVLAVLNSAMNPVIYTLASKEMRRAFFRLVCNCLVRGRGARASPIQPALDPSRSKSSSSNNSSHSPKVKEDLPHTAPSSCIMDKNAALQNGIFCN
RAM inhibit – yeast RAM network inhibition; S. cerevisiae dse1pr::URA3 reporter, 5-FOA growth OD615, 2 d; analog-sensitive cbk1-as2 kinase mutant strain; inhibition, % at 50 µM; 190,000 tested, 1.8% active;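 active means inhibition above a set limit, 3 SD over mean compound inhibition, cut at about 8.4% in these data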;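 further: 0% = DMSO-only wells with no growth and 100% = 10 µM 1-NA-PP1 full growth; inhibition rescues growth on 5-FOA so higher OD means more RAM inhibition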
PPARg SRC2 recr – PPARgamma-driven SRC-2 recruitment agonism; activation, % at 8 µM; PPARgamma LBD-SRC-2 recruitment, biochemical; AID 1032; 200,000 tested, 0.34% active; in the data active means activation above about 22%;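 further: 0% = vehicle and 100% = reference agonist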
Target sequence (P37231 whole entry, looked up, the tested form may be a part): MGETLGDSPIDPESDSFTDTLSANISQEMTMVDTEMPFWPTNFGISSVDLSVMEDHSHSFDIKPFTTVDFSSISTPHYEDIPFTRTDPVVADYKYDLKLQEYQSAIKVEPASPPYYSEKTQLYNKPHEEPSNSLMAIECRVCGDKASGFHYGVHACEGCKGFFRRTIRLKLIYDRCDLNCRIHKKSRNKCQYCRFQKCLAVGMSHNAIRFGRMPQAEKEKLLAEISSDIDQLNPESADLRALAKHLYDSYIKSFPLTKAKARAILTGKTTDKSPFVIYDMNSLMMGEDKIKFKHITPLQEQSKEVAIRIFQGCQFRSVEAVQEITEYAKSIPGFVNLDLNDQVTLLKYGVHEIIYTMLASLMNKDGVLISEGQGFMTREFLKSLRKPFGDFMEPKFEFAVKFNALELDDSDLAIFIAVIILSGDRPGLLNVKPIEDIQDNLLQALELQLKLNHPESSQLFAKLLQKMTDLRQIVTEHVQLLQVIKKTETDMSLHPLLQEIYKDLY
TR-FRET SRC-2 ct – counter-screen for PPARgamma SRC-2 recruitment agonists: TR-FRET artefact | active compounds read high | 200,000 tested, 0.4% active | TR-FRET ratio at 8 µM; in the data active means TR-FRET ratio above about 2000; further: inactives centre near 1500; reference of the scale not given here
Efa HMGR inh – inhibitors of class II HMG-CoA reductase from Enterococcus faecalis; inhibition, % at 10 µM; 190,000 tested, 0.41% active; purified E. faecalis HMGR, NADPH absorbance 340 nm kinetic; AID 1066;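 active means inhibition above a set limit, the median over all tested compounds plus 3 SD, cut at about 9.5% in these data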;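 further: enzyme runs in reverse so mevalonate oxidation gives rising NADPH absorbance; 0% = complete reaction with DMSO and 100% = background rate lacking mevalonate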
ROMK mod – human ROMK K+ channel modulation, primary screen. P48048. AID 1918. 130,000 tested, 2% active. Tet-inducible ROMK, thallium flux fluorescence; actives lie on both sides. B-score at 10 µM;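 active means signal ratio slope over the read window, or its plate-corrected B-score, at least 3 SD from the plate mean, either direction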;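 further: B-score of the F/F0 ratio slope over 7 to 12 s after thallium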
PPARg SRC-3 ag – PPARgamma-driven SRC-3 recruitment agonism. biochemical PPARgamma/SRC-3 coactivator recruitment assay. activation, % at 8 µM. 200,000 tested, 0.26% active; in the data active means activation above about 23%;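 further: 0% = DMSO and 100% = reference agonist; some compounds past the cut are filed as inactive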
Redox H2O2 prof – compounds producing H2O2 with reducing agent – biochemical, NIH compound library profiling, artefact control for MLSCN library redox annotation, primary screen | DTT-dependent redox cycling H2O2, phenol red/HRP absorbance; 100% = 100 µM peroxide control, 0% = buffer | activation, % at 10 µM | 200,000 tested, 0.03% active | AID 878;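 active means activation of at least 50% relative to the plate's high and low controls in the primary single-dose screen; inactive means activation below 50%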;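 further: compound incubated with DTT at 0.8 mM final as the reducing agent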
PPARg SRC-1 ag – promotes SRC-1 coactivator recruitment by human PPARgamma; activation, % at 8 µM; 200,000 tested, 0.41% active; PPARgamma-SRC-1 coactivator recruitment biochemical assay; P37231; in the data active means activation above about 19%;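 further: 0% = DMSO and 100% = reference agonist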
Lmaj promast – Leishmania major promastigote growth inhibition. AID 1063. inhibition, % at 10 µM. Leishmania major promastigotes, resazurin fluorescence viability. 200,000 tested, 9% active; in the data active means inhibition above about 50%;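 further: promastigotes grown with compound for 44 hours at 28 °C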
An asterisk follows results filed as active; . = no result given.

SMILES	bIAP inh	S1P3 antagonist	RAM inhibit	PPARg SRC2 recr	TR-FRET SRC-2 ct	Efa HMGR inh	ROMK mod	PPARg SRC-3 ag	Redox H2O2 prof	PPARg SRC-1 ag	Lmaj promast
O=C(Nc1ccc(F)cc1)c1cc(-c2ccccc2)no1	24	2	3.3	0	1466	-2	-0.23	-3	-0.4	-3	3
Cc1cccc2cc(COC(=O)c3cccs3)c(=O)[nH]c12	6	-6	3.3	1	1487	-4	0.3	-4	-0.2	2	-5
CCCc1nnc(SCC(=O)Nc2ccc(OCC)cc2)n1N	18	-10	1.5	-3	1564	2	.	6	4.6	6	-2
Cc1nnc(NC2=NCCC2)o1	-6	-2	1.0	-14	1515	-1	0.62	-6	0.5	6	11
O=C(CCc1nnc(COc2ccccc2)o1)NCCc1cccs1	-21	1	-0.8	-1	1491	2	-0.078	3	-1.1	5	-5
Cc1cc(C)nc(NC(=O)c2ccc(COc3ccccc3Cl)cc2)c1	12	7	1.1	0	1605	0	-0.23	3	-0.2	-3	6
Cc1cc(C(=O)CSc2nc(N)cc(=O)[nH]2)c(C)n1CCc1ccc(F)cc1	8	.	3.0	7	1647	-4	.	-1	2.3	1	-1
CCOc1ccc(-c2[nH]ncc2-c2ccc(OC)c(OC)c2)c(O)c1	-80	25	0.3	3	1475	-2	3.7*	6	3.1	6	-10
CC(C)Oc1ccc(C(=O)N2CCCC2C(=O)O)cc1 (stereo not drawn)	6	-56	-1.4	5	1586	-2	0.12	5	-0.5	8	-4
CCOC(=O)CSc1ccc(C(=O)N2CCN(C)CC2)cc1[N+](=O)[O-]	2	0	0.8	5	1642	4	0.67	-1	-1.3	6	-5
CCN(CC)C(=O)c1sc(N)c(C(=O)OC(C)C)c1C	22	.	-0.5	11	1742	-2	-0.09	13	0.7	4	-3
C1CCC(c2nn3c(-c4n[nH]c5c4CCC5)nnc3s2)CC1	-334	6	-0.3	0	1631	-8	.	5	1.4	2	38
S=c1nc(SCc2ccccc2)[nH]c2ccccc12	44	-5	3.1	21	2041*	-3	.	15	0.5	-2	2
COc1ccc(OC(=O)Nc2ccccc2)cc1	9	.	2.1	1	1482	1	-0.28	-11	0.6	-1	5
COc1ccc(NC2=NC(=S)N(c3ccc(C)cc3)C23CCCCC3)cc1	-2	.	6.9	5	1712	0	.	16	-2.6	0	-5
CC(=O)Nc1ccc(S(=O)(=O)C(C#N)c2nc3ccccc3nc2NCCN2CCOCC2)cc1 (stereo not drawn)	-12	-27	2.5	0	1738	-1	-0.93	3	-0.5	12	-3
CC(=O)Oc1ccc(N(C(C)=O)S(=O)(=O)c2cccs2)c2ccccc12	8	.	-0.9	-6	1181	-5	1	-2	0.2	-2	100*
CC(=O)NC(=S)Nc1sc2c(c1C(N)=O)CCC(C)C2 (stereo not drawn)	36	-16	0.8	5	1611	4	.	0	-0.1	0	-7
CCOc1cc(-c2nc3ccccn3c2NCC2CCCO2)ccc1O (stereo not drawn)	14	-13	0.0	5	1578	-4	.	4	0.1	-2	16
Cc1nn(CCOc2cccc(Br)c2)c(C)c1[N+](=O)[O-]	-23	-4	0.1	2	1680	-2	-0.68	5	-2.3	3	10
COc1ccc(-n2c(SCC(=O)Nc3ccccc3)nc3c(c2=O)SCC3)cc1	-10	-11	1.5	-1	1593	1	.	-4	-1.1	0	4
Cc1ccc(-c2nn(-c3cccc(F)c3)cc2CNCCc2ccncc2)o1	6	8	-0.4	8	1736	-1	0.47	4	-1.2	6	57*
COCCNC(=O)c1cc2oc3ccccc3c2n1C	32	.	-0.8	6	1535	2	-0.41	3	0.2	7	-1
Cc1cccc2c(C(=O)Nn3cnnc3)cc(-c3ccccc3Cl)nc12	-11	-24	1.7	8	1752	-3	-0.19	-1	-1.1	5	-6

Part of the list above in order of molecular weight, lowest first.
SMILES	bIAP inh	S1P3 antagonist	RAM inhibit	PPARg SRC2 recr	TR-FRET SRC-2 ct	Efa HMGR inh	ROMK mod	PPARg SRC-3 ag	Redox H2O2 prof	PPARg SRC-1 ag	Lmaj promast
Cc1nn(CCOc2cccc(Br)c2)c(C)c1[N+](=O)[O-]	-23	-4	0.1	2	1680	-2	-0.68	5	-2.3	3	10
Cc1ccc(-c2nn(-c3cccc(F)c3)cc2CNCCc2ccncc2)o1	6	8	-0.4	8	1736	-1	0.47	4	-1.2	6	57*
COc1ccc(NC2=NC(=S)N(c3ccc(C)cc3)C23CCCCC3)cc1	-2	.	6.9	5	1712	0	.	16	-2.6	0	-5

Other structures follow.
SMILES	bIAP inh	S1P3 antagonist	RAM inhibit	PPARg SRC2 recr	TR-FRET SRC-2 ct	Efa HMGR inh	ROMK mod	PPARg SRC-3 ag	Redox H2O2 prof	PPARg SRC-1 ag	Lmaj promast
Cc1cc(C)nc(NS(=O)(=O)c2ccc(NC(=O)C3CC(=O)N(c4ccccc4)C3)cc2)n1 (stereo not drawn)	1	9	3.1	3	1597	-6	.	-1	1.9	5	-7
O=C(Nc1ccccc1SCC1CSc2nc3ccccc3c(=O)n21)c1ccccc1Cl (stereo not drawn)	-4	.	0.6	1	1524	2	.	-9	-3.9	-2	1
Cc1cc(C)n(S(=O)(=O)/C=C/c2ccccc2)n1	12	.	0.9	10	1776	-1	.	13	2.5	0	98*
CCn1c(COc2ccccc2C)nnc1SCC(=O)NCc1ccccc1	-9	-10	2.2	-5	1374	-3	.	-3	1.6	-9	10
O=C(Nc1ccc(F)cc1)C1CCN(S(=O)(=O)c2cccs2)CC1	-16	-10	4.3	9	1416	0	0.55	-2	-2.5	4	7
CCC(C)Sc1nc2c([nH]c3ccccc32)c(=O)n1C (stereo not drawn)	17	6	5.7	3	1689	4	.	0	-3.9	0	4
Cc1c(C(=O)OCC(=O)Nc2c(C)n(C)n(-c3ccccc3)c2=O)oc2ccccc12	7	-8	0.8	0	1765	-5	-0.1	2	-1.4	0	-5
CCc1ccc(NC(=S)N(CCN2CCOCC2)Cc2ccccc2F)cc1	-6	-3	1.3	1	1555	-1	0.72	-3	-0.1	1	18
Cc1noc(C)c1CSCC(=O)N1CCN(c2ccc(F)cc2)CC1	-1	20	0.9	5	1475	0	.	8	-2.2	-1	-3
O=C(NC1=NCCS1)c1sc2ccccc2c1Cl	23	.	0.2	6	1538	-2	.	5	-3.5	4	-1
CN1CCN(S(=O)(=O)c2cccc(C(=O)N(c3ccccn3)C3CCCCC3)c2)CC1	-3	.	0.8	-10	1511	-2	-0.45	-5	-0.5	4	-5
C/C(CC(=O)NCc1ccco1)=N\NC(=O)Cc1ccccc1	5	.	-1.1	4	1462	-6	.	-4	-7.8	5	-5
O=C(NCCCN1CCc2ccccc2C1)Nc1ccc(Br)cc1	-47	.	0.6	1	1503	-1	-1.1	-6	0.1	1	95*
Cc1ccc(C)c2[nH]c(=O)c(CN(CCN3CCCC3)C(=O)Nc3ccc(F)cc3)cc12	-7	2	1.1	4	1469	-2	.	2	-0.5	-3	30
NC(=O)c1ccc(NC(=O)Cn2c(=O)n(-c3ccccc3)c(=O)c3oc4ccccc4c32)cc1	0	-20	5.5	3	1789	-8	0.49	7	0.8	9	-2
COc1ccc(C(=O)NC(C)c2nc3ccccc3[nH]2)cc1OC (stereo not drawn)	0	.	-0.2	-3	1367	-2	.	-3	-0.2	11	1
CC(C)CC(=O)O/N=C1\C(=O)N(Cc2ccc(Cl)cc2)c2ccc([N+](=O)[O-])cc21	6	.	8.4*	14	1529	-3	.	5	2.5	7	-5
CCCN1Cc2cccc(C(=O)Nc3ccc(CN4CCCC4)cc3)c2C1=O	5	-16	-0.3	-4	1486	1	1.1	1	-0.1	2	11
CNC(=O)NC(=O)CSc1nc(-c2cccs2)c(C#N)c(=O)[nH]1	-7	-15	4.7	56*	3062*	-6	-0.21	31*	-0.7	41*	-9
Cc1ccc(C2c3sc(=O)[nH]c3SC3C(=O)NC(=O)C32)cc1 (stereo not drawn)	-5	-9	1.6	-6	1530	1	-1.6	-1	-0.5	-12	-4
N#Cc1cc(N)c(Nc2ccccc2)cc1C#N	12	22	2.3	7	1533	-5	.	4	2.5	3	6
COc1ccc(/C=N\NC(=O)CNC(=O)C(c2ccccc2)c2ccccc2)cc1[N+](=O)[O-]	7	0	0.4	-1	1393	-4	.	-2	0.0	-2	-2
CCOC(=O)C1=NOC(CNC(=O)c2c(-c3ccccc3Cl)noc2C)C1 (stereo not drawn)	10	.	0.6	-6	1659	0	.	-5	1.9	-11	-2
COc1ccccc1Nc1nnc(SCc2cc(=O)n3cc(C)ccc3n2)s1	-3	9	3.0	6	1502	0	1.2	4	0.4	6	3
COc1cccc(OC)c1/C(O)=C(\C#N)c1nc2ccccc2[nH]1	5	-52	0.3	-4	1573	3	.	-13	-0.5	4	12
CC(=O)C1=C(O)C(=O)N(CCC(=O)O)C1c1ccccc1[N+](=O)[O-] (stereo not drawn)	-16	7	3.2	4	1583	0	-0.18	3	-0.5	4	0
O=[N+]([O-])c1cc(-c2n[nH]c(-c3ccccc3)n2)cc([N+](=O)[O-])c1	-2	.	0.8	7	1577	-3	0.28	6	-1.0	11	98*
COC(=O)C(=Cc1ccc(OCc2ccc([N+](=O)[O-])cc2)c(OC)c1)C(=O)OC	18	.	9.2*	5	1613	-2	.	6	3.4	4	-4
COC(=O)c1ccc(OCC(O)CN2C(=O)NC(C)(C)C2=O)cc1 (stereo not drawn)	10	-60	1.1	-3	1660	-4	-0.41	4	0.0	10	-3
Cc1nc2ccc(N3C(=O)CCC3=O)cc2[nH]1	7	-3	0.0	7	1400	3	-0.029	-2	-2.1	0	-3
COc1cc(CC(=O)OCC(=O)NC2CCCCC2)cc(OC)c1OC	-6	5	1.7	-1	1441	-3	-0.72	2	-0.9	2	-6
CCOC(=O)NC(=O)CSc1nc2ccc(OCC)cc2[nH]1	-27	-37	0.6	2	1414	-3	0.26	10	2.2	1	-1
Cc1ccc(C(=O)/C=C/c2ccc3c(c2)OCO3)o1	25	.	1.6	8	1684	-1	.	4	-1.3	7	43
CCn1ccnc1C(O)c1ccc(N(C)C)cc1 (stereo not drawn)	10	-16	1.4	4	1645	0	0.13	4	0.7	10	1
CC(C)c1nc(SCC(=O)Nc2ccc3c(c2)OCO3)n[nH]1	1	.	0.8	7	1435	-1	-0.58	12	0.2	0	7
CCOC(=O)c1c(C)n(OCc2ccccc2)c2ccc3c(no[n+]3[O-])c12	6	28	4.8	-3	1582	7	1.3	-1	0.1	6	-9
O=C(c1ccccc1)N1CCN(c2ccc([N+](=O)[O-])c(NCc3cccnc3)c2)CC1	-3	8	0.4	8	1436	-4	0.48	4	-0.6	3	45
Cc1ccc(C)c(C(=O)NC2CC(C)(C)NC(C)(C)C2)c1	6	-19	1.3	0	1558	1	.	-5	2.8	3	-4
Cc1cc(C)c(NC(=O)c2ccc(S(=O)(=O)N(C)C)cc2)c(C)n1	13	6	2.5	8	1414	-8	.	2	-0.1	6	-4
Cc1nn(-c2ccccc2)c(/N=C/c2ccc(O)cc2)c1-c1ccccc1	1	-5	2.9	-14	1517	-4	2.5	1	0.6	-2	52*
